ALOX12 inh: inhibitors of human 12S-lipoxygenase ALOX12; AID 1671190; purified 12hLO, xylenol orange hydroperoxide absorbance; Potency, µM (highest dose often 108 µM), for the others: top-dose activity change, negative = inhibition, hits mostly inhibitors; P18054; actives 1.1% (n = 580,000); active = well fitted inhibition curve with a large enough effect; inconclusive = small, poorly fitted or top-dose-only effect, or another doubt; inactive = no such curve, though single readings can be large or run the other way
Target sequence (P18054 whole entry, looked up): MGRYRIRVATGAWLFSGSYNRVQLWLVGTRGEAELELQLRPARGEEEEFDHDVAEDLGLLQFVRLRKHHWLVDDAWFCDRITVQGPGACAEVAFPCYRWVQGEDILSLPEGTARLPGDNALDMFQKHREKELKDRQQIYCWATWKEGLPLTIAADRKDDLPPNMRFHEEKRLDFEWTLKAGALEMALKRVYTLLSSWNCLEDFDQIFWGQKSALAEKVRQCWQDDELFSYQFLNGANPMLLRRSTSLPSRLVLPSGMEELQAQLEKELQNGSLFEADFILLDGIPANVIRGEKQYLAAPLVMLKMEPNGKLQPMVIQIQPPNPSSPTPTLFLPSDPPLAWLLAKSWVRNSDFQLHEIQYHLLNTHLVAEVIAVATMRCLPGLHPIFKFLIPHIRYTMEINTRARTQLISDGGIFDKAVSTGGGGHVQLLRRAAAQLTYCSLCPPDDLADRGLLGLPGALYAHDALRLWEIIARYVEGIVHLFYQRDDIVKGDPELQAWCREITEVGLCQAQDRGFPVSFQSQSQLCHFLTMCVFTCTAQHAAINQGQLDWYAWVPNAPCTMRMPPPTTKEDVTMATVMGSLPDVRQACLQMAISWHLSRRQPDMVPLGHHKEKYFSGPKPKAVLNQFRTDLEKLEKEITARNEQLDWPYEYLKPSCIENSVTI
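Hydroperoxide product was detected by ferrous iron/xylenol orange as the 573 to 405 nm absorbance ratio. Arachidonic acid at 40 uM (final) was turned over for 30 min at room temperature by 150 nM human 12hLO, pH 7.0 Hepes buffer, after 15 min compound preincubation.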
* marks the source's active call; other numbers are inactive results; ? = inconclusive; & = joins results of further samples; [ ] = remark or other dose. % is set by controls: 0 for no effect and ±100 for the full control effect; potency is the fitted concentration of half-maximal effect. Not all compounds are listed; the hit share may differ from the screen's.

Compound | ALOX12 inh
Cc1ccccc1C1CCCN(C(=O)CCC2(Cc3ccc(F)cc3)CCC(=O)N2)C1 (centres undefined) | 69%
COc1ccc(-c2cc3nc4c(c(=O)n3[nH]2)CN(C(=O)c2ccncc2)CC4)cc1 | -7%
COCCOCC(=O)N1CCCC(c2nn(C)c(=O)n2C(C)C)C1 (centres undefined) | 27%
CCS(=O)(=O)N1C[C@@H](COC)[C@H](c2nc(C3CC3)no2)C1 | -13%
Cc1ccccc1C(=O)N(C)Cc1cccc(C(F)(F)F)c1 | 3%[176 µM]
COC[C@@H]1CN(Cc2ccc3cc[nH]c3c2)C[C@H]1c1nc(C)no1 | ?
O=C1CC2(CCN(C(=O)c3ccc(Cl)cc3)CC2)Oc2cc(Cl)ccc21 | ?
C[C@H](O)[C@@H]1C(=O)N2CCc3c([nH]c4ccccc34)[C@@H]2C[C@@H]1N(C)C(=O)OCc1ccccc1 | 2%
COC1CCOC2(CCN(C(=O)c3cc(-c4ccc(F)cc4)n[nH]3)CC2)C1 (centres undefined) | -12%
Cc1ccc(CN2CCCC23Cc2ccccc2CNC3=O)cc1C (centres undefined) | ?
COCc1cc(CNC(=O)C2NCCc3[nH]cnc32)[nH]n1 (centres undefined) | 89%[activator]
CCC(=C(c1ccc(O)cc1)c1ccc(OCCNC)cc1)c1ccccc1 | ?
CC(C)C[C@H](NC(=O)c1ccc(Cl)cc1Cl)C(=O)N1CCC[C@H]1C(=O)NCc1ccccc1 | -2%
CCc1ccc(NC(=O)N2CCN(C)C3(CCC(=O)N(C)CC3)C2)cc1 (centres undefined) | 10%
CC1(C)NC(=O)N(CCC(=O)N2CCc3c(nc4cc(-c5ccccc5)[nH]n4c3=O)C2)C1=O | -7%
CNCC(=O)N1CCC(n2nccc2NC(=O)Nc2ccccc2Cl)CC1 | ?
Cc1nnc([C@@H]2CC(F)(F)CN2C(=O)c2c(C)noc2C)o1 | 29%
CCOC(=O)N1CCC(NC(=O)c2ccc(OC3CCN(C(=O)C4CC4)CC3)cc2)CC1 | 7%
O=C(Cn1nc2c(cc1=O)CCCCC2)Nc1ccc(Br)cc1 | -8%
Cc1ccc2c(C(=O)N3CCN(C(C)C)CC3)cc(NC(=O)C(C)C)cc2n1 | 142%[activator]
O=C(NC1CCCCC1)N[C@H]1CO[C@H]2[C@@H]1OC[C@@H]2n1cc(-c2ccccc2)nn1 | 4%[176 µM]
O=C1CC2CCN(C(=O)c3cccc(Cl)c3)CC2CCN1 (centres undefined) | 4%[6.33 µM]
O=C(Nc1cccc(F)c1)c1cc2n(n1)CC(c1ccc(Br)cc1)OC2 (centres undefined) | ?
O=S(=O)(N[C@H]1[C@H](O)[C@H](O)C[C@@H]1c1ccc(C(F)(F)F)nc1)c1ccc(Cl)cc1 | 51%[activator]
O=C(Cc1ccc(F)cc1)NC1CCN(c2nc3ncccc3o2)CC1 | 16%[176 µM]
Cn1cccc1C(=O)N[C@H]1C[C@@H](C(=O)O)N(C(=O)CCCC(=O)N2C[C@@H](NC(=O)c3cccs3)C[C@H]2C(=O)O)C1 | ?
Cc1noc(-c2cccs2)c1C(=O)NC(C)c1ccccc1 (centres undefined) | 1%
CCOC(=O)N1CCC(N(C)CC2CCN(CCc3ccc(F)cc3)CC2)CC1 | -21%
COc1ccc(-c2cc(C(=O)NCC3CC3)c3c(C4CCNC4)noc3n2)cc1 (centres undefined) | ?
CCn1cc(CN2CCC(c3[nH]ncc3-c3ccccc3C)CC2)cn1 | 37%
O=C(CCN1CCOC(C(F)(F)F)C1)NCc1ccccc1Cl (centres undefined) | 33%
CCCS(=O)(=O)N1CCC(c2nc(CCOc3ccc(F)cc3)no2)C1 (centres undefined) | 1%
COc1ccc(NC(=O)N2c3ccc(OC)cc3[C@@H](NCc3cnc[nH]3)[C@H](C)[C@H]2c2ccccc2)cc1 | 11%
O=C(c1ccoc1)N1CCC2(CC1)N=C(c1ccccc1)NO2 | 9%
CN1CCC2(CC1)CN(C(=O)CCc1ccccc1)Cc1ccccc1O2 | 31%
COc1ccc(-c2cc3c(=O)n(CCNC(=O)c4ccoc4)ccn3n2)cc1 | 61%[activator]
Cc1ccc(C(=O)N2CCC(N3CCOC3=O)CC2)cc1 | 7%[12.5 µM]
CCn1cnnc1CC1CCCN(C(=O)Nc2cccc(C)c2)C1 (centres undefined) | 7%
COc1ccc(Cn2c(=O)c3ccnn3c3ccc(C(=O)O)cc32)cc1 | 10%
COc1ccc(CN2CCC3(CC2)CC(=O)c2ccc(Cl)cc2O3)cc1 | ?
COc1cc(OC)c(NC(=O)c2c(OC)cc(=O)n3c2CCCC3)cc1Cl | 3%
CC(=O)Nc1ccc(S(=O)(=O)N[C@H]2CO[C@H]3[C@@H]2OC[C@@H]3Nc2nccc(-c3ccco3)n2)cc1 | 14%
Cn1cccc1C(=O)N1C[C@@H](Oc2cccnc2)C[C@H]1C(=O)N1CCCC1 | 4%
COC(=O)N1C[C@H](Oc2ncccn2)[C@H]2C[C@@H]1c1ccccc1O2 | 3%
C1Cc2nnc(C3CC3)n2CCN1 | 49%[activator]
COc1ccc(CN2Cc3cc(NC(=O)c4cc(OC)cc(OC)c4)ccc3OC(C)C2=O)cc1 (centres undefined) | -10%
COc1cc(OC)c(NC(=O)N2c3ccccc3CC2c2nc(C3CC3)no2)cc1Cl (centres undefined) | 57%
CCn1nc(C)c(-c2cc(C(=O)NCC3Cn4cccc4C(=O)N3C)no2)c1C (centres undefined) | 64%[activator]
Cn1nccc1C(=O)N1C[C@@H](Oc2ccccc2)C[C@@H]1C(=O)N1CCOCC1 | 37%[activator]
Clc1ccc(C2(c3ccc(-c4cn[nH]c4)cc3)CCNCC2)cc1 | -22%[57.4 µM]

(list continues)
Compound | ALOX12 inh
CC(=O)NC(Cc1ccccc1C)C(=O)NC1CCN(c2c3c(nc4ncnn24)CCC3)CC1 (centres undefined) | -4%
CCOCC(=O)N1C[C@@H](Oc2ccccc2)C[C@H]1C(=O)NCCOC | 15%
COCC[C@]1(O)CCN(C(=O)c2csc(CN(C)C)n2)C[C@H]1C | 58%[activator]
CCN(C(=O)CCC(=O)N1CCCC(Cc2nncn2-c2ccccc2)C1)c1ccccc1 (centres undefined) | 2%
CCn1cc(CN2CC[C@H]3C(=O)NCCCCCCN(Cc4ccncc4)[C@@H]3C2)cn1 | 135%[activator]
O=S(=O)(c1cccs1)N1CCOC(Cc2cccc(F)c2)C1 (centres undefined) | -23%
Fc1cc(-c2cccc3ncc(-c4cnn(C5CCNCC5)c4)nc23)cc(F)c1CN1CCOCC1 | ?
Cc1nnc2n1CCC(NC(=O)c1cnco1)CC2 (centres undefined) | -13%
O=C(Cn1ccn2nc(-c3ccc(F)cc3)c(CO)c2c1=O)Nc1cc(F)cc(F)c1 | 48%[activator]
CSCc1ccc(C(=O)N2CCOCC(O)(CN3CCCC3)C2)o1 (centres undefined) | 32%[activator]
COc1ccc(-c2nc(C)nc3c2CCN(C(=O)c2ccc(C(F)(F)F)cc2)CC3)cc1 | -22%
Cc1ccc(CN2C(=O)NC3(CCN(C(=O)c4cccc(C#N)c4)CC3)C2=O)cc1 | -3%
CN(c1ccccc1)c1ccc2nnc(-c3cc(C(=O)NCc4cccnc4)ccn3)n2n1 | ?
CC(=O)N1CCN2C(=O)N(Cc3ccc(F)cc3)C[C@H]2C1 | 9%[176 µM]
COC(=O)CNC(=O)c1ccc(CN2C(=O)NC3(CCS(=O)(=O)CC3)C2=O)cc1 | 7%
CC(C)(C)c1ccc(-c2cc(C[C@H]3CNCC[C@H]3CC(=O)O)no2)cc1 | 20%[176 µM]
O=C(c1ccccn1)N1CCC2(CC1)CC(N1CCN(c3ccccc3)CC1)CCO2 (centres undefined) | 59%[activator]
COc1cccc(CNC(=O)C2Cn3cccc3C(=O)N2CC(C)C)c1OC (centres undefined) | -3%
CC(C)NC(=O)N1CCC(N2CC3CC(C2)[C@H]2CCCC(=O)N2C3)CC1 (some centres undefined) | 10%
O[C@@H]1[C@@H](Cn2cc(-c3cccnc3)nn2)C[C@@H](NCc2ccc(F)cc2)[C@@H]1O | ?

canonical_smiles: CN1CCC(NC(=O)C2CCCN(S(=O)(=O)c3ccccc3)CCC(=O)NCC2)CC1 (centres undefined)
- ALOX12 inh = 15%
canonical_smiles: CC(C)(C)NC(=O)N[C@H](Cc1ccccc1)C(=O)N1CCOCCNC(=O)CC1
- ALOX12 inh = 27%
canonical_smiles: CCCCCCCCCCOC(C)=O
- ALOX12 inh = 1%[176 µM]
canonical_smiles: c1c[nH]c(CNC[C@H]2Cn3cc(-c4ccc5c(c4)OCCCO5)nc3CO2)n1
- ALOX12 inh = 129%[activator][176 µM]
canonical_smiles: O=C([C@@H]1C[C@H](Oc2ccccc2)CN1C(=O)c1ccco1)N1CCOCC1
- ALOX12 inh = -4%
canonical_smiles: Cc1cc(Cn2cc3c4c(cccc42)[C@H](CC(C)C)N[C@H](C(=O)N2CCCCCC2)C3)no1
- ALOX12 inh = 3%
canonical_smiles: OC[C@@H]1CNC[C@H]1C1CCN(Cc2cccc(Cl)c2F)CC1
- ALOX12 inh = -5%
canonical_smiles: FC(F)(F)Oc1ccc(CN2CCC3(CC2)CC(c2cccc(C(F)(F)F)c2)=NO3)cc1
- ALOX12 inh = 7%
canonical_smiles: CCc1c(C)nn(CC(=O)N2CCC3(CCNC(=O)CC3)CC2)c1C
- ALOX12 inh = 17%
canonical_smiles: COc1ccc(-c2cn3cc(C(=O)N[C@@H](C)CO)nc3c(=O)n2CC2CC2)c(F)c1
- ALOX12 inh = 38%[activator]
canonical_smiles: CN(Cc1ccccc1)C(=O)c1ccc(N2CC3CC(C2)[C@H]2CCCC(=O)N2C3)nc1 (some centres undefined)
- ALOX12 inh = -5%
canonical_smiles: CN1c2cc(C(=O)Nc3cccc(Cl)c3)ccc2C(=O)N2CCCCCC21 (centres undefined)
- ALOX12 inh = 31%
canonical_smiles: CCN1C(=O)CCN(C(=O)NCCCOC)CC12CCOCC2
- ALOX12 inh = 40%
canonical_smiles: COc1ccc(C(=O)N2CCCC3(C2)C(=NC2CCCCC2)NC(=O)N3c2cccnc2)cc1 (centres undefined)
- ALOX12 inh = 1%[6.33 µM]
canonical_smiles: COC[C@@H]1CN(c2ncccn2)C[C@H]1C(=O)NCC(F)(F)F
- ALOX12 inh = 30%[activator]
canonical_smiles: CC(=O)Nc1ccc(S(=O)(=O)N[C@H]2CO[C@H]3[C@@H]2OC[C@@H]3Nc2nccc(-c3cccs3)n2)cc1
- ALOX12 inh = 25%
canonical_smiles: CCn1ncc(CN2CCCC23CCN(c2cc(C)nc4ccccc24)CC3)c1C
- ALOX12 inh = 46%[activator]
canonical_smiles: COc1cccc(NC(=O)c2ccc3c(c2)N(C)C2CCCCCN2C3=O)c1 (centres undefined)
- ALOX12 inh = 26%
canonical_smiles: CCN(Cc1cnn(CC)c1)C(=O)C1CCN(C(=O)N2CC3CC(C2)[C@H]2CCCC(=O)N2C3)CC1 (some centres undefined)
- ALOX12 inh = 11%
canonical_smiles: CCCCN1C(=O)C(CC(=O)NC(C)(C)CC)Sc2ncccc21 (centres undefined)
- ALOX12 inh = -6%
canonical_smiles: COc1ccc(NC(=O)N2Cc3[nH]cnc3C[C@H]2c2nc(-c3ccc(C)cc3)no2)cc1
- ALOX12 inh = 63%[activator][176 µM]
canonical_smiles: C#CCOc1ccc(C(=O)N[C@@H]2CN(Cc3ccc(CO)o3)CCC[C@H]2O)cc1
- ALOX12 inh = -8%[176 µM]
canonical_smiles: COc1ccc(NC(=O)Cn2nc3c(cc2=O)CCCCC3)cc1Cl
- ALOX12 inh = 2%
canonical_smiles: O=C(c1ccccc1)N1CCC2(C1)C(=O)N(CCc1ccccc1)c1ccccc12 (centres undefined)
- ALOX12 inh = 29%&57%
canonical_smiles: O=C(NC1CCc2nnc(C3CC3)n2CC1)C1(c2ccccc2)CC1 (centres undefined)
- ALOX12 inh = 78%[activator]

canonical_smiles: Fc1ccc(OCCc2noc(C3CCCNC3)n2)cc1 (centres undefined)
- ALOX12 inh = -4%
canonical_smiles: CCn1ccnc1CN(C)c1nccc(-c2ccc(C)nc2C)n1
- ALOX12 inh = 7%
canonical_smiles: CNC(=O)N1CC(c2noc(C3CCCN3C(=O)NCCc3ccccc3)n2)C1 (centres undefined)
- ALOX12 inh = 60%[activator]
canonical_smiles: Cc1ncc2n1C(=O)N(C1CCN(C(=O)c3ccccc3)CC1)C2
- ALOX12 inh = 12%[176 µM]
canonical_smiles: COc1cncc([C@@H](NS(=O)(=O)c2cnn(C)c2)C2CC(O)C2)c1 (some centres undefined)
- ALOX12 inh = 64%[activator]
canonical_smiles: CNC(=O)c1cc[nH]c1C1CCCN(Cc2ccc3c(c2)CCO3)C1 (centres undefined)
- ALOX12 inh = -3%
canonical_smiles: CN(Cc1nccs1)Cc1cccn1C
- ALOX12 inh = 1%[176 µM]
canonical_smiles: COCCNC(=O)N1CCc2c(sc3ncnc(N(C)C)c23)C1
- ALOX12 inh = 31%
canonical_smiles: Cc1nc2ccc(-c3nc(C4CCOC4)no3)cc2s1 (centres undefined)
- ALOX12 inh = 73%[activator]
canonical_smiles: O=C(c1cccc(O)c1)N1CCCC(CCc2cccc(C(F)(F)F)c2)C1 (centres undefined)
- ALOX12 inh = 29%
canonical_smiles: CC(C)(C)c1ccc(-c2cc(C[C@H]3CNCC[C@H]3CC(=O)N3CCN(Cc4ccccc4)CC3)no2)cc1
- ALOX12 inh = -24%
canonical_smiles: COc1ccc(OC)c(CN2CCOc3ccc(C(O)c4cccnc4)cc3C2)c1 (centres undefined)
- ALOX12 inh = 16%
